USP2a inh – inhibitors of human ubiquitin-specific protease USP2a; O75604; USP2 core, Ub-CHOP2 coupled fluorogenic reporter, 485/531; Potency, µM (doses to about 38.3 µM), for inactives: at the highest dose activity change, negative = inhibition, most hits filed as inhibitors; actives 0.01% (n = 330,000);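 note: potency is the fitted concentration of half-maximal effect; plate controls were DMSO wells for no effect and full inhibition by NEM control for full effect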
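Cell-free coupled assay: 10nM USP2 core preincubated 30min RT with compound in Tris-HCl pH 8.0/CaCl2/CHAPS buffer, then 25nM Ub-CHOP2 and 25nM reporter substrate; fluorescence (Ex 485/Em 531) read after 60min RT, normalized to NEM inhibition, concentration-response curves fitted.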
Tb PFK inh – inhibitors of T. brucei phosphofructokinase; O15648; T. brucei PFK, ADP-Glo luminescence; AID 485367; actives 0.17% (n = 330,000); Potency, µM (titrated, usually from 57.5 µM), without a hit: at the highest dose activity, negative = inhibition, most hits filed as inhibitors;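 note: potency is the fitted concentration of half-maximal effect; 0% = uninhibited 1x PFK enzyme wells and -100% = no-enzyme wells; nearly all actives have a fitted effect of over 60% in size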
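Activity is normalized to no-enzyme wells (full inhibition) and 1.25 nM enzyme wells (no inhibition). Reaction: 0.5 mM F6P, 0.1 mM ATP, 45 min RT, ADP-Glo luminescence; concentration-response curves fitted and classed by quality.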
B2AR arrestin – beta2AR (human) beta-arrestin recruitment activity | beta-arrestin recruitment to beta2AR, cell-based reporter | Potency, µM (top dose mostly 46.1 µM), for the others: at the top dose activation, most hits filed as activators | actives 0.02% (n = 330,000) | AID 492947;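 note: potency is the fitted concentration of half-maximal effect; 0% = DMSO controls and full agonism = EC100 isoproterenol or metaproterenol; nearly all actives have a fitted effect of over 65% in size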
TSHR antagonist – blocks TSH signaling through the human TSH receptor | P16473 | TSHR-expressing cells, TSH-stimulated cAMP HTRF, 2 h; active compounds read low | AID 504810 | activity change, negative = inhibition, % at 11.5 µM | actives 0.2% (n = 330,000);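 active = activity change below a set negative limit, meaning inhibition stronger than a set level, cut at about -70% in these data; inconclusive = activity change between two set negative limits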; note: % is set by controls: 0 for no effect and ±100 for the full control effect
Target sequence (P16473 whole entry, looked up): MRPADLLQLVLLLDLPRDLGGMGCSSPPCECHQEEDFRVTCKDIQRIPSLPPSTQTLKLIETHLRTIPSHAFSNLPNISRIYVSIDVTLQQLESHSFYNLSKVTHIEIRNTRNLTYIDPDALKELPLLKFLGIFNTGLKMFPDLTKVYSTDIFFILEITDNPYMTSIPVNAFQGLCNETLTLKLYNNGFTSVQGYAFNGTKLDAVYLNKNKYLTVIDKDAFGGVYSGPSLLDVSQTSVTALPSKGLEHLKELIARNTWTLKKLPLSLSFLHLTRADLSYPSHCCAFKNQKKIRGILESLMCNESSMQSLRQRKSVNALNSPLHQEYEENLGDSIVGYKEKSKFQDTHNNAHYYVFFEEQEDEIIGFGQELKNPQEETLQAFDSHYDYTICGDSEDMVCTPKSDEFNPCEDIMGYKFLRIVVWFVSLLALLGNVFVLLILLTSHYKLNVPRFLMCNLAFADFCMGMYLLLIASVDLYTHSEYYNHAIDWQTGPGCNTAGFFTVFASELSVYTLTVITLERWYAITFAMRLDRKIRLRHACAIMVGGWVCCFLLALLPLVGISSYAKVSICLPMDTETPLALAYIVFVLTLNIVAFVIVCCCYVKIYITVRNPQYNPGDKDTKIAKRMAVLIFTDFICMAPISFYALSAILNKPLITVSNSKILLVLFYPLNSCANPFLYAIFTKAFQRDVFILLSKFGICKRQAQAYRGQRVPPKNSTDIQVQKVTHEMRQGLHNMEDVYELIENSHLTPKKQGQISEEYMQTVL
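Competitive HTRF cAMP read-out (cryptate anti-cAMP antibody, cAMP-d2; 30 min, room temperature) in freshly harvested TSHR cells. Compounds added before TSH at EC80 (4nM final), followed by 2 hours' incubation at 37 deg C.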
Eya2 phos inh – Eya2 (human) phosphatase inhibition; O00167; recombinant Eya2, OMFP fluorescence dephosphorylation (OMFP is methylfluorescein phosphate); Potency, µM (doses to about 76.9 µM), inactives show at the top dose activity, negative = inhibition, actives largely listed as inhibitors; actives 0.006% (n = 330,000); AID 488837; note: potency is the fitted concentration of half-maximal effect; % is set by controls: 0 for no effect and ±100 for the full control effect
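Eya2 (0.2 uM) preincubated 10 min at ambient with compound, then OMFP substrate added at 50 uM; 10 min reaction in 50 mM HEPES pH 7.5, 50 mM NaCl, 5 uM MgCl2, 0.05% BSA, 1 mM DTT. Fluorescence read at Ex 485/Em 525 nm.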
uPA generation – blocks generation of uPA at the cell surface; cell surface uPA generation assay, qHTS; Potency, µM (top dose mostly 38.3 µM), for the others: at the highest dose activity change, negative = inhibition, actives largely listed as inhibitors; actives 0.31% (n = 330,000); active = well fitted inhibition curve with a large enough effect; inconclusive = small, poorly fitted or top-dose-only effect; inactive = no such curve, though single readings can be large or run the other way; tested in mouse RAW 264.7 cells; note: potency is the fitted concentration of half-maximal effect; % is set by controls: 0 for no effect and ±100 for the full control effect; nearly all actives have a fitted effect of over 55% in size
Chronic BCR inh – blocks chronic active B-cell receptor signaling. ABC-DLBCL IkBa-CBG/CBR reporter, luminescence ratio, 4 h. Potency, µM (highest dose often 46.1 µM), without a hit: at the highest dose ratio change, negative = lower green/red ratio, hits mostly inhibitors. actives 0.05% (n = 340,000). AID 493014; active = well fitted inhibition curve with a large enough effect in the signal ratio, with a control signal flat, not every such curve was filed as active; inconclusive = small, poorly fitted or top-dose-only effect, or effect the other way, or a change in a side signal; the % refers to the signal ratio;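 note: potency is the fitted concentration of half-maximal effect; plate controls were basal doxycycline-induced cells for no effect and cells given 10 µM MG132 for full effect; MG132 reads +100%, hits lower the ratio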
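Concentration-response series (up to 46 uM) were applied to TMD8 dual-reporter cells for 4 h at 37C with doxycycline. Green/red ratio, after filter-overlap correction, defined %Activity; red signal alone was normalised to basal cells and zero luminescence.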
TSG101-PTAP inh – blocks PTAP/TSG101 interaction to inhibit HIV-1 budding | 340,000 tested, under 10 active | Q99816 | Potency, µM (titrated, usually from 115 µM), for the others: top-dose activity change, negative = inhibition, most hits filed as inhibitors | Fluorescence polarization, FITC-PTAP peptide / Tsg101 binding | AID 493005; active = well fitted inhibition curve with a large enough effect in the main read-out, with a control signal flat, not every such curve was filed as active; inconclusive = small, poorly fitted or top-dose-only effect, or effect the other way, or a change in a side signal; inactive = no such curve, though single readings can be large or run the other way; note: potency is the fitted concentration of half-maximal effect; % of control where 0% means no effect
Target sequence (Q99816 whole entry, looked up): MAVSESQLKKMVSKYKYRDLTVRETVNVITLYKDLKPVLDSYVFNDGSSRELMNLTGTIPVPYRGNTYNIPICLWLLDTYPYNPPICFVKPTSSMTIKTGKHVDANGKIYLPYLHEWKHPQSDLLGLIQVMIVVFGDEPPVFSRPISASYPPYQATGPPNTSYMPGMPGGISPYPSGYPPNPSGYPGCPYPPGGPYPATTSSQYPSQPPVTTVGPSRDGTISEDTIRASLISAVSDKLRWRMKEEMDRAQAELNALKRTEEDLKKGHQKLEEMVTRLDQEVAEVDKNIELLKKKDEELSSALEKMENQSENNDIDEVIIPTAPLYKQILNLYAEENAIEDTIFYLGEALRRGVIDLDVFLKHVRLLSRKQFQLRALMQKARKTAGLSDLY
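Tsg101 binding domain (10 uM final) was mixed with compound and a FITC-labeled PTAP peptide (50 nM final) in HEPES pH 7.5 buffer with NaCl, Tween 20, EDTA and TCEP; fluorescence polarization was read after 20 min at r.t.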
ELG1 DNA repair – blocks ELG1-dependent DNA repair in HEK293T cells | HEK293T ELG1-luciferase reporter, luminescence, 16 h; DNA damage induced by 5-fluorouridine | Potency, µM (doses to about 46.1 µM), for inactives: top-dose activity change, negative = inhibition, most hits filed as inhibitors | actives 2.3% (n = 330,000) | AID 504467; note: potency is the fitted concentration of half-maximal effect; % is set by controls: 0 for no effect and ±100 for the full control effect; nearly all actives have a fitted effect of over 55% in size
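DMSO vehicle served as the neutral condition. Each well held 2,000 cells given 5-fluorouridine plus compound; after 16 hr at 37 °C/5% CO2, ONE-Glo was added and luciferase measured 30 min later.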
Mito fusion yeast – blocks mitochondrial division or promotes mitochondrial fusion. S. cerevisiae fusion-defective mutant growth rescue, CellTiterGlo 48 h. actives 0.23% (n = 320,000). Potency, µM (series often up to 46.1 µM), inactives show at the top dose growth rescue (activation), actives largely listed as activators;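 note: potency is the fitted concentration of half-maximal effect; % of control where 0% means no effect; nearly all actives have a fitted effect of over 45% in size; temperature-sensitive fusion mutants such as fzo1-1 at 37 °C on non-fermentable ethanol glycerol medium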
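Temperature-sensitive fusion-defective S. cerevisiae (e.g. fzo1-1, mgm1-5) were grown with compound in YPEG medium (3% ethanol, 3% glycerol) for 48 hours at 37C. Growth rescue was measured as viability by CellTiterGlo luminescence after 10 minutes at ambient.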
TCR act – activates T cell receptor signaling | primary human leukocytes, anti-CD3, IL-2 HTRF, 48 h | Potency, µM (highest dose often 9.22 µM), without a hit: top-dose activation of IL-2 secretion, hits mostly activators | 330,000 tested, under 10 active; note: % of control where 0% means no effect
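IL-2 produced over 48 hr by a-CD3 bead-stimulated primary human leukocytes exposed to compounds was detected with a homogeneous time-resolved FRET immunoassay, 665nm acceptor signal after 320nm excitation.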
The depositor's hits bear a star; ? = inconclusive; nt = no result given; [ ] = dose if it differs, or a comment. Unless noted, calls come from the whole dose curve; as a rule, active = well fitted curve in the direction sought with a large enough effect; inconclusive = small, poorly fitted or top-dose-only effect, or another doubt; inactive = no such curve, though single readings can be large; an effect the other way counts as inactive or inconclusive. Outcome played no part in choosing rows; about 3% have a hit in one of these screens.

SMILES	USP2a inh	Tb PFK inh	B2AR arrestin	TSHR antagonist	Eya2 phos inh	uPA generation	Chronic BCR inh	TSG101-PTAP inh	ELG1 DNA repair	Mito fusion yeast	TCR act
Cc1sc2ncnc(Sc3nc4ccccc4s3)c2c1C	5%	7%	1.8%	-10	-5%	nt	2%	nt	?	-15%	1%[46.1 µM]
COc1ccccc1-c1cc(C(=O)N2CCN(c3ccc(F)cc3)CC2)no1	0%	2%	-0.1%	-30	-12%	nt	nt	0%	?	-7%	-5%
CCCc1cc(=O)[nH]c(SCC(=O)NN(c2ccccc2)c2ccccc2)n1	0%	-1%	0.0%	4	-8%	0%	13%	0%	7%	3%	-8%
CC1CC(C)CN(S(=O)(=O)c2cccc(C(=O)N3C(=O)c4cccc(N)c4C3=O)c2)C1 (configuration not stated)	6%	-12%	0.1%	3	-4%	-4%	6%	0%	-4%	1%	2%
Cc1ccc(-n2cc(C(=O)O)c(=O)cc2C)c(C)c1	0%	1%	0.3%	-18	-17%	1%	?	-8%	0%	4%	-10%
O=C(Nc1cn(-c2ccccc2)nc1-c1ccccc1)c1ccccc1	-1%	4%	-0.7%	-12	-14%	1%	10%	-3%	?	?	-2%[46.1 µM]
Cc1c(Cl)cnc(NC(=O)COC(=O)CCC(=O)c2cccs2)c1Cl	4%	-4%	-0.5%	3	-3%	1%	?	-2%	-6%	1%	-11%[46.1 µM]
CCOC(=O)C1CC=C(Cl)CC1C(=O)Nc1nccs1 (configuration not stated)	3%	-6%	-0.3%	-12	7%	nt	5%	-4%	-11%	1%	2%
Cc1ccc(S(=O)(=O)N2CCCC(C(=O)NC3CCCC3)C2)cc1Cl (configuration not stated)	1%	3%	-1.0%	-84*	13%	13%	1%	-2%	5%	12%	-6%
CCC(Oc1ccccc1)C(=O)N1CCC(C(N)=O)CC1 (configuration not stated)	0%	-5%	-0.2%	-4	-1%	2%	10%	-3%	?	1%	-4%
O=C(CCCN1C(=O)/C(=C/c2ccccc2Cl)SC1=S)NNC(=O)c1cccnc1	-6%	6%	-0.2%	13	-12%	?	?	-11%	8%	-1%	-2%
COc1ccc(CNC(=O)c2ccc(-c3ccccc3)cc2)cc1OC	3%	2%	-1.9%	0	-2%	1%	-1%	6%	-2%	-1%	-1%[46.1 µM]
O=C(O)CCc1cccnc1	9%	-11%	0.4%	6	-24%	-33%	?	1%	7%	-7%	0%
CCOc1ccc(C(=O)N[C@H](C(=O)Nc2ccc(S(=O)(=O)Nc3nccs3)cc2)C(C)C)cc1	-1%	14%	-0.2%	-14	3%	1%	6%	-3%	-2%	nt	1%
O=C(NO)c1cc(OCC(F)(F)F)ccc1OCC(F)(F)F	4%	-1%	-0.1%	28	-5%	-4%	14%	-10%	-7%	0%	1%
O=C1CCC(=O)N1CCOP1(=O)COc2ccccc2OC1	4%	-1%	-0.1%	6	6%	1%	-1%	3%	8%	0%	-4%
CC(=O)NNC(=O)c1[nH]c2ccc(Br)cc2c1-c1ccccc1	0%	-3%	-0.2%	-13	1%	-4%	?	2%	-4%	-4%	-3%
CCCCCCCCCCOC(=O)C[N+](C)(C)CC1CCCCC1O (configuration not stated)	0%	1%	-0.1%	-5	-21%	1%	4%	-1%	-5%	-2%	-9%
CCc1ccc2oc(C(=O)N3CCN(c4ccccc4OC)CC3)cc(=O)c2c1	2%	0%	-0.2%	-6	-10%	-15%	-12%	-2%	?	16%	0%
COc1ccc(N(Cc2ccccc2)C(=O)OC(C)(C)C)c(C(=O)N(C)OC)c1	6%	20%	-1.1%	-17	-22%	-11%	0%	-6%	6%	nt	-5%
CCOCCCn1c(=S)[nH]c2cc(C(=O)NCCc3ccc(OC)c(OC)c3)ccc2c1=O	3%	2%	0.1%	-3	5%	0%	?	0%	13%	-2%	4%
Cc1ccc(OCCSCc2nc3ccccc3[nH]2)cc1	-1%	0%	0.0%	-11	2%	4%	8%	2%	?	-8%	-8%
Cc1cc(NC(=O)c2ccc(COc3ccc(Cl)c(C)c3)o2)no1	4%	0%	0.0%	1	-2%	25%	?	nt	15%	6%	nt
COc1ccc(CCCNC(=O)C2CCC(=O)N(CCCN3CCCC3=O)C2)cc1 (configuration not stated)	3%	-1%	-0.2%	-3	7%	-1%	?	-8%	-5%	1%	-4%
CCN(CC)C1CCN(C(=O)c2ccc(OC3CCN(CCc4ccccc4)CC3)cc2)C1 (configuration not stated)	-1%	1%	0.6%	-5	8%	5%	?	-6%	-8%	1%	12%
Cc1ccccc1C(=O)c1c[nH]c(C(=O)N=CN(C)C)c1	-1%	6%	-0.3%	-9	1%	-8%	-3%	0%	4%	-1%	-2%
O=Cc1c(-[n+]2ccccc2)nc([O-])n1-c1ccccc1	0%	-4%	0.1%	5	-3%	-1%	?	-2%	2%	-3%	-1%
CCOC(=O)C1=C(C)N=c2s/c(=C\c3ccc(OC(C)=O)cc3)c(=O)n2C1/C=C/c1ccccc1 (configuration not stated)	1%	-3%	-0.4%	17	6%	-7%	0%	1%	8%	11%	0%[46.1 µM]
CCC1CCCCN1C(=O)CCCc1ccccc1 (configuration not stated)	-1%	-1%	3.1%	-2	9%	2%	7%	-3%	?	4%	3%
C=CCn1c2ccccc2c(=O)c2cc(C#Cc3ccccn3)ccc21	-2%	-4%	-0.5%	15	-10%	?	?	2%	?	13%	1%
O=C(COc1ccccc1Cl)Nc1ccc(S(=O)(=O)Nc2ccccn2)cc1	-1%	?	0.3%	-3	-2%	-1%	-2%	-3%	-29%	1%	6%
O=C(NCCc1ccccc1)C(=O)NCC1OCCN1S(=O)(=O)c1ccccc1 (configuration not stated)	13%	5%	0.2%	-7	2%	-2%	?	-8%	-9%	-1%	-16%
CCN(CC)C(=S)Nc1cc(C(=O)OC)ccc1C(=O)OC	-1%	2%	3.4%	3	-2%	-6%	1%	-1%	1%	5%	-16%
Cc1cccc(C)c1NC(=S)Nc1ccc(F)cc1	0%	-6%	-0.2%	-2	7%	1%	?	-1%	-5%	1%	3%
Cc1ccc(C(=O)Nc2ccc(S(=O)(=O)Nc3ncccn3)cc2)cc1[N+](=O)[O-]	0%	-4%	-0.4%	0	-3%	10%	1%	-2%	-8%	3%	-1%
O=C(NNC(=O)c1cccs1)c1ccc(S(=O)(=O)N2CCCCC2)cc1	4%	-1%	-0.7%	18	1%	4%	7%	0%	12%	6%	-4%[46.1 µM]
O=C(CCc1ccccc1)NCc1ccc(F)cc1	0%	0%	-1.1%	-5	10%	3%	?	2%	1%	1%	1%
COc1ccc(-c2ccc(-c3cc(=O)oc4cc(OC)c(OC)c(OC)c34)cc2)cc1	-2%	-1%	0.4%	-2	4%	12%	5%	-1%	-6%	nt	2%[46.1 µM]
CN1CCN(C(=O)c2cc3nc(-c4ccc(Cl)cc4)cc(C(F)(F)F)n3n2)CC1	-1%	1%	-2.8%	8	11%[15.4 µM]	-1%	-1%	1%	-25%	4%	7%
CC(C)C(=O)N1CCC2(CC1)Oc1ccc(Cl)cc1C(=O)C21CC(c2ccccc2)=NO1 (configuration not stated)	3%	-2%	?	-8	-2%	-7%	?	0%	?	8%	5%
Fc1ccc(CSc2nnc(Cc3sc(-c4ccccc4)nc3-c3ccccc3)o2)cc1	4%	-3%	-0.8%	2	-9%	0%	?	-2%	?	3%	-1%
COC(=O)Nc1ccc2c(c1)ncn2C1CCCCC1	-1%	1%	0.3%	2	5%	-1%	?	4%	?	1%	-1%
O=C(O)CSCC(=O)Nc1ccc(C(=O)O)cc1	0%	-5%	-0.1%	7	17%	2%	?	-5%	11%	-6%	-6%
COc1ccc(/C=N/NC(=S)Nc2ccccc2)cc1COc1cccc(C)c1C	11%	-4%	-0.2%	-4	1%	7%	0%	-3%	20%	-1%	-5%
CCOC(=O)c1c(C)[nH]c(C)c1C(=O)CSc1nnc(-c2ccco2)n1Cc1ccccc1	1%	-14%	-0.1%	3	-15%	-2%	?	-4%	?	4%	-4%
CCn1c(NCc2ccccc2Cl)nc2ccccc21	-1%	2%	-0.9%	7	0%	-6%	-10%	-6%	?	0%	11%[46.1 µM]

Bioassay records: PubChem BioAssay, National Center for Advancing Translational Sciences (NCATS)
